Compound activity (PubChem BioAssay)
M1 antagonist – antagonists of rat M1 muscarinic receptor; CHO-M1 cells, Fluo-4 calcium, ACh EC80 antagonist mode; stronger effect = lower value; P08482; 3.4% of 64,000 active; B-score at 10 µM;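 active = calcium fluorescence response, raw or row-and-column corrected B-score, differing from the plate sample mean either way at a set confidence level, mostly lower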
Target sequence (P08482 whole entry, looked up): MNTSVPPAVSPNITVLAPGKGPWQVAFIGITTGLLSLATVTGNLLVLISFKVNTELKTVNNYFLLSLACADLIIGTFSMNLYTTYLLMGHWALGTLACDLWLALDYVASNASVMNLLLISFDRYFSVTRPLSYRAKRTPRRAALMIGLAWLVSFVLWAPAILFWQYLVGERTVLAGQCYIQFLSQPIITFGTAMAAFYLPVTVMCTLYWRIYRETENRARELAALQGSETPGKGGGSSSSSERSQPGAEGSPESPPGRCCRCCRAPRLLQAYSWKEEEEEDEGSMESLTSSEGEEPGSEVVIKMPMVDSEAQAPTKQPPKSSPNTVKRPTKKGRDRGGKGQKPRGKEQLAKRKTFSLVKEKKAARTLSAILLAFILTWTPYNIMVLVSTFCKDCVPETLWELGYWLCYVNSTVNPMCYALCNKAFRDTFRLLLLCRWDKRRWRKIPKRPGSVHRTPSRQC
Autofluor 339 – intrinsic fluorescence of library compounds, ex339/em460 – biochemical, MLSMR library, data from DPM-DC assay, artefact control, profiling panel. 5.5% of 65,000 active. fluorescence fold increase at 10 µM. compound autofluorescence, ex339/em460 nm, NADH buffer; stronger effect = higher value; 1 = no-compound wells, NADH background;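 active = at 10 µM, mean starting fluorescence two-fold or more over control wells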;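 also: signal is the first read of a kinetic run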
RORA act – RORA (human) activation. activation, % at 10 µM. 1.5% of 65,000 active. AID 560. CHO-K1 Gal4-RORA LBD luciferase reporter, luminescence; percent increase over mock-subtracted basal signal;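 active = activation above the mean of all tested compounds plus 3 SD, cut at about 49% in these data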;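 also: 0% = DMSO-treated RORA cells and 100% = added signal equal to DMSO minus mock-transfected cells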
Target sequence (P35398 whole entry, looked up, the tested form may be a part): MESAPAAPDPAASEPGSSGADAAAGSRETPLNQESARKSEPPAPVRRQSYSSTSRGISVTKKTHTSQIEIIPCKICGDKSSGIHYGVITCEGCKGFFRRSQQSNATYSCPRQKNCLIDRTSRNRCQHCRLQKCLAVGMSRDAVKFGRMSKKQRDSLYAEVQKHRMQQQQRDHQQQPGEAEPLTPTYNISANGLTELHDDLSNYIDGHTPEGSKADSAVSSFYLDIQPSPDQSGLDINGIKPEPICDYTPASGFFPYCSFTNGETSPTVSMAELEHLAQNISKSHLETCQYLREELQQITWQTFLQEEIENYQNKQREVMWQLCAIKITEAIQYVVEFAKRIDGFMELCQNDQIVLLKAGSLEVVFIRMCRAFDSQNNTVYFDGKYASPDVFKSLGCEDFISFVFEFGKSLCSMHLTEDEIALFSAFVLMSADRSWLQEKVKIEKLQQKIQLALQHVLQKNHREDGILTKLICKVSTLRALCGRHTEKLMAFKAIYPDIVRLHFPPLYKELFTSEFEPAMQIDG
M1 agonist – activates the M1 muscarinic receptor. 3% of 64,000 active. B-score at 10 µM. CHO-M1 cells, Fluo-4 calcium fluorescence, agonist mode; stronger effect = higher value;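 active = fluorescence rise, raw or as B-score row- and column-corrected plate score, outside the 99.7% band of its plate's samples, either direction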
NADH coupling – inhibition of NAD/NADH coupling enzymes, library profiling; coupled PK/LDH NADH assays, four targets; IC50, µM (top dose mostly 10 µM), inactives show at the top dose inhibition; 0.02% of 65,000 active; AID 774;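 active = single-dose screening hits from any of four coupled enzyme assays that gave an IC50 when retested across doses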;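 also: the DPM-DC format reads NADH fluorescence rather than 340 nm absorbance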
TNAP act mid DEA – human TNAP activation, intermediate phosphate acceptor; 64,000 tested, under 10 active; purified TNAP, CDP-star luminescence, 100 mM DEA, 30 min; stronger effect = higher value; scale: 0 levamisole-inhibited, 1 vehicle-only enzyme; P05186; activation factor at 20 µM;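 active = activation factor of at least 2 at 20 µM, relative to controls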
tolC growth inh – growth inhibitors of E. coli BW25113 tolC mutant. OD615. growth inhibition, % at 10 µM (by protocol). 2.2% of 65,000 active;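 active = growth inhibition at or above a cutoff equal to the mean over every tested compound plus 3 SD, cut at about 60% in these data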;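 also: growth measured after 20 h incubation at 37 °C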
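Signal: optical density read at 615 nm; Assay system: E. coli ΔtolC::kan strain BW25113; Times: 20 h incubation with compound, 37 °C; Dosing: 10 µM final, single dose.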
E coli RNAP – Escherichia coli RNA polymerase inhibition | E. coli RNA polymerase, fluorescence transcription assay | inhibition, %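 (tested at 10 µM)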 | 0.2% of 62,000 active; in the data active = inhibition above about 20%;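 also: 0% = enzyme without compound and 100% = no enzyme blank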
SF1 activator – activators of human nuclear receptor SF-1; 1.9% of 65,000 active; Q13285; AID 522; CHO-K1 Gal4-SF-1 LBD luciferase reporter; % increase over DMSO SF-1-specific signal; activation, % at 10 µM;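 active = activation above the mean activation of all tested compounds plus 3 SD, cut at about 50% in these data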
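System: CHO-K1 cells with Gal4–hSF-1 LBD chimera plus Gal4-driven luciferase; quantity: 4,000 CHO-K1 cells per well; compound: one dose, 10 µM compound, 1% DMSO; times: 20 h compound treatment, 37 °C; measured by: SteadyLite luciferase luminescence; read-out: percent activation versus DMSO; benchmarks: DMSO and mock-transfected background; replicates: one test per compound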
* hit, by the source's call; · = no result given; [ ] = another dose, or the depositor's remark.

item	compound	SF1 activator	E coli RNAP	TNAP act mid DEA	Autofluor 339	M1 antagonist	M1 agonist	tolC growth inh	RORA act	NADH coupling
1	CN1C(=O)C2(C(C#N)=C(N)Oc3n[nH]c(-c4ccc(Cl)cc4)c32)c2ccccc21 (stereo not drawn)	7.1	9.8	0.9	0.96	0.32	-0.00604	21.4	-6.0	5.0%
2	Cc1c(NC(=O)c2cc(C(C)C)on2)c(=O)n(-c2ccccc2)n1C	-0.9	3.6	0.9	1.13	-0.609	-1.02	-17.0	9.1	4.0%
3	CCOC(=O)c1sc(/N=C/Nc2nc(C)c(C(=O)OCC)s2)nc1C	-2.0	0.9	1.1	4.03*	-0.0608	0.39	-5.2	-9.5	5.0%[fluoresces]
4	COc1ccccc1-c1nnc(SCC(=O)O)n1C	-3.8	5.1	1	1.11	-0.219	-0.542	-22.2	-7.9	5.0%
5	CCCC(c1nnnn1Cc1ccccc1)N1CCC(C(N)=O)CC1 (stereo not drawn)	5.8	-0.8	0.9	1.12	-0.687	-0.292	-10.1	-9.8	3.0%
6	COc1ccccc1N1CCN(S(=O)(=O)CC23CCC(CC2=O)C3(C)C)CC1 (stereo not drawn)	-15.0	6.1	0.9	1.05	0.126	-1.21	-1.0	-12.7	3.0%
7	O=C(NC1CCCCC1)C(c1ccncc1)N(C(=O)Cn1nnc(-c2cccs2)n1)C1CCCC1 (stereo not drawn)	-12.5	4.0	1	1.11	·	·	15.5	4.7	4.0%
8	Cc1cc(C)nc(SC2CCOC2=O)n1 (stereo not drawn)	4.8	·	1	1.15	0.148	0.0861	-8.6	5.7	1.0%
9	COc1ccc(N(Cc2cc(=O)[nH]c3ccccc23)C(=O)c2ccco2)cc1	-8.3	4.9	1.1	1.1	0.069	0.025	-4.3	-10.2	7.0%
10	CC(C(=O)N1CCOCC1)N1C(=O)c2ccccc2C1=O (stereo not drawn)	-15.1	-0.6	0.9	1.09	0.0175	-0.00637	5.5	-2.5	1.0%
11	COc1ccc(OCC(=O)Nc2ccc3c(c2)nc2n3CCSC2)cc1	-13.2	1.6	0.9	1.14	0.12	-0.283	-14.3	-1.4	2.0%
12	O=C(CCCN1C(=O)CCC1=O)Nc1ccc2c(c1)OCCO2	-10.4	5.9	0.9	1.1	0.27	0.218	-1.9	-0.1	1.0%
13	COc1ccc(CC(=O)N2CCN(C(=O)c3ccco3)CC2)cc1	-7.9	-4.0	1.1	1.06	0.369	-0.412	-15.5	-9.8	4.0%
14	O=S(=O)(CCOc1ccccc1)c1nc2ccccc2[nH]1	2.4	8.7	0.9	1.03	-0.0674	0.171	4.4	-16.8	3.0%
15	CCn1cc(C(=O)O)c(=O)c2cc(S(=O)(=O)N(C)C)ccc21	-8.3	4.3	0.9	1.04	-0.0108	-0.591	1.6	-3.1	5.0%
16	O=C(CCSCCC(=O)N1CCCC1)N1CCCC1	-17.1	3.7	0.9	1.12	1.71	0.188	-8.3	-19.2	4.0%
17	O=C(CSc1ncnc2nc[nH]c12)c1ccc(Cl)cc1	11.2	8.7	0.8	0.96	-0.269	-0.568	9.3	28.8	2.0%
18	C=CCSc1nnc(-c2ccncc2)n1-c1ccc(OCC)cc1	-5.2	8.4	1	1.11	0.624	1.73*	12.3	-6.4	1.0%
19	CCOC(=O)c1c(NC(=O)CSc2nc3c(c(=O)n(C)c(=O)n3C)n2CC)sc(C)c1C	-10.8	4.5	0.9	1.15	0.419	0.117	11.7	-2.2	10.0%
20	COc1ccc(NC(=O)C2CCCN(S(=O)(=O)c3cccnc3)C2)c(OC)c1 (stereo not drawn)	7.2	-1.8	0.9	1.04	0.257	-0.00582	16.5	-7.5	3.0%
21	CCOC(=O)CNS(=O)(=O)c1cc(-c2nn(C)c(=O)c3ccccc23)ccc1C	5.2	4.4	1.1	1.11	-0.00592	0.903	2.6	4.7	3.0%
22	CC1=C(C(N)=O)C(c2cccc(OCc3ccccc3)c2)n2nnnc2N1 (stereo not drawn)	13.1	1.2	0.9	1.1	0.452	0.681	-0.7	10.3	4.0%
23	O=C(NCc1cccs1)C1CCCN1C(=O)Nc1ccccc1 (stereo not drawn)	14.9	1.3	0.9	1.05	1.07	0.526	-17.5	-6.0	4.0%
24	COc1ccccc1Nc1nc(N)nc(CN2CCN(Cc3ccccc3)CC2)n1	-1.4	4.9	0.8	1.1	·	·	19.2	-4.9	6.0%
25	CCOc1ccc(NC(=O)CSc2nnc(Cc3cccn3C)n2-c2ccc(OC)cc2)cc1	-9.7	2.1	0.9	1.19	0.854	-0.533	22.4	-4.9	2.0%
26	O=C(CCN1C(=O)C2C3C=CC(C3)C2C1=O)N1CCN(c2ccccc2Cl)CC1 (stereo not drawn)	-11.1	4.6	1	1.05	0.117	-0.0434	2.0	-15.4	3.0%
27	Cn1c(=O)c(=O)n(C)c2cc(S(=O)(=O)N3CCC(Cc4ccccc4)CC3)ccc21	-8.8	2.8	1	1.42	0.154	0.507	-9.5	-16.9	9.0%
28	CCN(CC)S(=O)(=O)c1ccc2nc(NC(=O)c3cccs3)sc2c1	25.3	·	·	1.32	0.32	-0.232	22.9	48.7*	6.0%
29	CCN(CC)S(=O)(=O)c1ccc2c(c1)c(=O)c(C(=O)N1CCc3ccccc3C1)cn2C	0.7	7.7	1	1.03	·	·	15.0	15.2	4.0%
30	CCC(=O)N1CCc2cc(Br)cc(S(=O)(=O)NCC3CCCO3)c21 (stereo not drawn)	4.2	14.7	0.9	1.12	0.344	-0.227	-7.2	16.4	3.0%
31	Cc1cc(C)c(-c2cc(NC(=O)CSc3nncn3C)n(-c3ccccc3)n2)cc1C	-4.8	5.6	0.9	1.01	-0.0676	0.0182	13.5	15.1	6.0%
32	Cc1cccc2cc(C(c3nnnn3CC3CCCO3)N3CCc4ccccc4C3)c(=O)[nH]c12 (stereo not drawn)	-9.1	4.4	0.9	1.48	-0.00825	0.25	69.4*	21.6	7.0%
33	O=c1c(-c2ccco2)[n+]([O-])c2ccccc2n1OCc1ccccn1	-14.5	12.8	0.9	1.31	-0.201	3.23	2.8	-9.1	8.0%
34	O=C(Nc1ccc(Cl)cc1)N(Cc1nnc2n1CCCCC2)c1ccccc1	2.9	1.6	0.8	1.07	-0.922	-1.08	5.5	-2.3	4.0%
35	CC1CCCN(C(=O)Cn2nnc(-c3cccnc3)n2)C1 (stereo not drawn)	1.8	10.3	0.9	0.96	0.489	1.4	-24.8	-15.8	8.0%
36	CC(NC(=O)c1nn(C)c(=O)c2ccccc12)c1ccccc1 (stereo not drawn)	2.5	3.3	1	1.06	0.755	-0.00334	0.5	-6.4	8.0%
37	Cc1ccc(OCCC(=O)OCC(=O)Nc2ccc(Cl)cn2)cc1	9.4	5.3	0.9	1.17	-0.421	-0.251	-5.3	20.1	2.0%
38	Cc1cc(C)n(-c2ccc3cccc(NS(C)(=O)=O)c3n2)n1	-78.7	8.7	0.8	1.04	0.0322	-0.412	8.0	-67.2	1.0%
39	O=C(c1cc2ccccc2oc1=O)N(Cc1ccco1)CC1CCCO1 (stereo not drawn)	8.2	6.6	1	1.11	0.261	-0.588	-2.7	20.1	7.0%
40	Cc1cc(Nc2ccc(F)cc2Cl)n2nc(C)nc2n1	-2.5	6.7	1	1.06	1.25	0.983	-8.3	-2.1	8.0%

One compound at a time, as listed above. Screens in order: SF1 activator	E coli RNAP	TNAP act mid DEA	Autofluor 339	M1 antagonist	M1 agonist	tolC growth inh	RORA act	NADH coupling
`CCCC(c1nnnn1Cc1ccccc1)N1CCC(C(N)=O)CC1` (stereo not drawn) is listed with 5.8	-0.8	0.9	1.12	-0.687	-0.292	-10.1	-9.8	3.0%
`CCn1cc(C(=O)O)c(=O)c2cc(S(=O)(=O)N(C)C)ccc21` is listed with -8.3	4.3	0.9	1.04	-0.0108	-0.591	1.6	-3.1	5.0%
`O=C(c1cc2ccccc2oc1=O)N(Cc1ccco1)CC1CCCO1` (stereo not drawn) is listed with 8.2	6.6	1	1.11	0.261	-0.588	-2.7	20.1	7.0%

2 entries from above, with one line to a screen.
30	CCC(=O)N1CCc2cc(Br)cc(S(=O)(=O)NCC3CCCO3)c21 (stereo not drawn)
31	Cc1cc(C)c(-c2cc(NC(=O)CSc3nncn3C)n(-c3ccccc3)n2)cc1C

assay / entry | 30 | 31
SF1 activator | 4.2 | -4.8
E coli RNAP | 14.7 | 5.6
TNAP act mid DEA | 0.9 | 0.9
Autofluor 339 | 1.12 | 1.01
M1 antagonist | 0.344 | -0.0676
M1 agonist | -0.227 | 0.0182
tolC growth inh | -7.2 | 13.5
RORA act | 16.4 | 15.1
NADH coupling | 3.0% | 6.0%

The results go on.
item	compound	SF1 activator	E coli RNAP	TNAP act mid DEA	Autofluor 339	M1 antagonist	M1 agonist	tolC growth inh	RORA act	NADH coupling
41	c1ccc(-n2nnnc2OCCOc2nnnn2-c2ccccc2)cc1	-10.6	8.7	0.9	1.05	1.64	0.215	-8.7	10.0	4.0%
42	Cc1ccc(F)cc1NC(=O)Cc1nn(C)c(=O)c2ccccc12	-42.9	6.1	0.8	1.04	-0.608	-0.653	2.9	-53.5	3.0%
43	Cc1cc2ncn(/N=C/c3cc(Br)ccc3O)c2cc1C	2.5	3.4	0.9	1.12	0.69	0.0396	-1.7	-2.2	0.0%
44	O=C(c1csc2ccccc12)N1CCN(c2ccccn2)CC1	3.2	-1.1	1	1.08	0.0981	0.571	4.4	-17.4	6.0%
45	Cc1nnc(SCC(=O)Nc2ccc3c(c2)OCCO3)n1CC1CCCO1 (stereo not drawn)	6.9	5.6	0.8	1.03	0.296	0.471	-20.0	4.6	10.0%
46	O=C(NCCCN1CCCCCC1)C1CC(=O)N(C2CCCC2)C1 (stereo not drawn)	16.5	8.8	1	1.16	-2.1*	1.2	-11.7	14.4	5.0%
47	CC(C)NS(=O)(=O)c1ccc(OCC(=O)Nc2ccc3c(c2)OCCO3)cc1	-0.5	15.4	1	1.06	-0.084	-1.07	-12.3	-9.7	8.0%
48	O=C(O)c1ccc(CSc2nnnn2C2CCCCC2)cc1	-14.1	10.9	1	1.05	-1.39	-1.65	9.7	23.8	7.0%
49	CCOc1cc(S(=O)(=O)N2CCN(c3ccc(F)cc3)CC2)c(OCC)cc1-n1cnnn1	-4.6	-3.6	0.9	1.15	-0.0495	0.11	-3.1	-13.8	0.0%
50	Cc1ccc(C(=O)Nc2nccs2)cc1S(=O)(=O)N1CCCCC1	12.5	4.5	0.9	1.12	-1.03	-0.209	25.5	12.9	4.0%
51	COc1cccc(NC(=O)c2nnn(CCc3ccccc3)c2N)c1	83.8*	5.1	0.8	1.01	-0.2	-0.419	11.8	53.1*	2.0%
